FBW7 act: FBW7 E3 ligase activators, primary screen, biochemical, AlphaScreen, human; AlphaScreen FBW7–phospho-cyclin E peptide binding, activator screen; normalized activity (activation), % at 26.1 µM; actives 0.13% (n = 650,000); in the data active = normalized activity above about 1.9%;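 note: purified mutant Fbw7 with reduced substrate affinity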
Target sequence (Q969H0 whole entry, looked up): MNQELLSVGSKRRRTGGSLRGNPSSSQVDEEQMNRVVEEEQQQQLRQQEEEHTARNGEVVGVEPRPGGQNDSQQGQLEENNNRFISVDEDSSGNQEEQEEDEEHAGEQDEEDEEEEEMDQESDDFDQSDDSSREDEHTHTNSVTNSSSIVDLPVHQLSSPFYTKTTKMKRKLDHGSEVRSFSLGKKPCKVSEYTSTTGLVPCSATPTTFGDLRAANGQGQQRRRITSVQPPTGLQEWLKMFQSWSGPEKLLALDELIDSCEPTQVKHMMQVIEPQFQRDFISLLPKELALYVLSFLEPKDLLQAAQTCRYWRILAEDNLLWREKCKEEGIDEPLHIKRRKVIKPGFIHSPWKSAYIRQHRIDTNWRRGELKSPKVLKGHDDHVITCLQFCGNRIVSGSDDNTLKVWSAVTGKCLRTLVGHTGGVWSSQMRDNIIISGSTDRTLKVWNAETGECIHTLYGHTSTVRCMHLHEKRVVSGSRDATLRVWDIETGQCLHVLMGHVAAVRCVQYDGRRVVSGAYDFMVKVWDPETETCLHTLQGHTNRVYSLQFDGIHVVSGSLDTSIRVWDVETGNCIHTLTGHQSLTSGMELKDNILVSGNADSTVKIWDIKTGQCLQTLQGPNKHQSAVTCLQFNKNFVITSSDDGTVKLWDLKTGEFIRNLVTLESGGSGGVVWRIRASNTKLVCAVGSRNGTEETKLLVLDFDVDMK
MITF inh: MITF inhibitors, primary screen, biochemical, AlphaScreen, human; Microphthalmia-associated transcription factor (Homo sapiens), O75030; AlphaScreen MITF homodimerization, bead proximity signal; inhibition, % at 2.6 µM; actives 0.91% (n = 650,000); AID 1259374, 2018; in the data active = inhibition above about 50%;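 note: 0% = vehicle wells with protein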
GPR151 activ: activators of human GPR151, primary screen, cell-based, PathHunter beta-arrestin, luminescence; actives 1% (n = 650,000); G-protein coupled receptor 151 (Homo sapiens), Q8TDV0; activation, % at 11.2 µM; PathHunter beta-arrestin GPR151 cells; AID 1508602, 2020; in the data active = activation above about 4.9%;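 note: 0% = median of compound wells and 100% = cells with positive control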
TEAD-YAP inh: TEAD-YAP interaction inhibition, primary screen, TEAD-YAP interaction inhibitor project, luminescence, HEK-TIYL cells; TEAD-Gal4/YAP UAS-luciferase luminescence; actives 1.4% (n = 640,000); inhibition, % at 9.12 µM; in the data active = inhibition above about 32%;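 note: 0% = median of test compound wells and 100% = reference inhibitor wells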
* marks the source's active call; other numbers are inactive results.

Screens by letter – A = FBW7 act; B = MITF inh; C = GPR151 activ; D = TEAD-YAP inh
> CCN1CCN(C(c2cccs2)C(C)NC(=O)C(=O)NCc2ccc(F)cc2)CC1 (centres undefined)
  A = 0.0 | B = -7 | C = 0.0 | D = 5

> COc1ccc(C(=O)Nc2ccc(C)c(N3CCCCC3=O)c2)cc1
  A = -0.2 | B = 6 | C = -0.3 | D = 0

> Cc1cc(NCCCN2CCOCC2)n2nc(-c3ccc(Cl)cc3)cc2n1
  A = 0.0 | B = 10 | C = 0.0 | D = -4

> CN(C)CCNc1cc(-c2ccc(F)cc2)nc(-c2ccncc2)n1
  A = -0.1 | B = 6 | C = 0.0 | D = 3

> COc1cc(/C=C(/C#N)c2nc3ccccc3[nH]2)ccc1OCC(=O)O
  A = -0.2 | B = 14 | C = 0.2 | D = -29

> CC(=O)N1CCc2c(sc(NC(=O)c3ccco3)c2C#N)C1
  A = 0.2 | B = 3 | C = -0.6 | D = -1

> Cc1ccc(-c2nc(C(N)=O)c3[nH]c(=O)n(C4CCCCC4)c3n2)o1
  A = 0.1 | B = 14 | C = -1.0 | D = 0

> COc1ccc(CNC23CC4CC(CC(C4)C2)C3)c(OC)c1OC
  A = 0.0 | B = -7 | C = -0.8 | D = 3

> CCOC(=O)c1ccc(N2C(=O)C(CC(=O)Nc3ccc(OCC)cc3)N(CCCN3CCN(C)CC3)C2=S)cc1 (centres undefined)
  A = -0.1 | B = 11 | C = 0.6 | D = 5

> Cc1cc(NC(=O)/C(=C/c2ccc3c(c2)OCO3)NC(=O)c2ccc(Br)cc2)ccc1Br
  A = 0.0 | B = -10 | C = 0.2 | D = 3

> O=C(Nc1nccs1)C1CC(=O)N(c2ccc(F)cc2)C1 (centres undefined)
  A = -0.2 | B = 9 | C = -0.4 | D = 5

> C/C(=N\O)c1ccc(OCCOc2ccc(C#N)cc2)cc1
  A = -0.1 | B = -7 | C = 0.2 | D = 3

> Fc1cccc(F)c1/C=N/N1CCOCC1
  A = 0.1 | B = 11 | C = -0.6 | D = 9

> Cc1ccc(NC(=O)C2C3C=CC4(O3)C2C(=O)N(Cc2ccc(Cl)cc2)C4C(=O)NC2CCCCC2)cc1Cl (centres undefined)
  A = -0.1 | B = 3 | C = 0.1 | D = -9

> Cc1ccc(C)c(OCCCCN2CCNCC2)c1C
  A = 0.6 | B = 9 | C = 0.0 | D = 6

Continued (six carried over from the part before).
Screens by letter – A = FBW7 act; B = MITF inh; C = GPR151 activ; D = TEAD-YAP inh
> Cc1cc(NC(=O)/C(=C/c2ccc3c(c2)OCO3)NC(=O)c2ccc(Br)cc2)ccc1Br
  A = 0.0 | B = -10 | C = 0.2 | D = 3

> O=C(Nc1nccs1)C1CC(=O)N(c2ccc(F)cc2)C1 (centres undefined)
  A = -0.2 | B = 9 | C = -0.4 | D = 5

> C/C(=N\O)c1ccc(OCCOc2ccc(C#N)cc2)cc1
  A = -0.1 | B = -7 | C = 0.2 | D = 3

> Fc1cccc(F)c1/C=N/N1CCOCC1
  A = 0.1 | B = 11 | C = -0.6 | D = 9

> Cc1ccc(NC(=O)C2C3C=CC4(O3)C2C(=O)N(Cc2ccc(Cl)cc2)C4C(=O)NC2CCCCC2)cc1Cl (centres undefined)
  A = -0.1 | B = 3 | C = 0.1 | D = -9

> Cc1ccc(C)c(OCCCCN2CCNCC2)c1C
  A = 0.6 | B = 9 | C = 0.0 | D = 6

> CC(=O)NS(=O)(=O)c1ccc(-c2ccc(/C=C3/C(=O)N(CCCO)C(=O)C(C#N)=C3C)o2)cc1
  A = -0.5 | B = 3 | C = 0.1 | D = -3

> CCN(c1ccccc1)S(=O)(=O)c1cccc(N)c1Cl
  A = 0.0 | B = 4 | C = 0.4 | D = -6

> CN(C)C(=O)CN1C(=O)NC(C)(c2ccccc2Br)C1=O (centres undefined)
  A = -0.1 | B = 0 | C = 1.3 | D = 9

> CC(C)(C)NC(=O)COC(=O)c1ccc(Cl)cc1N
  A = 0.2 | B = 9 | C = -1.6 | D = -8

> COc1ccc2[nH]cc(CCNC(=O)c3ccc(C)nc3NCc3cccnc3)c2c1
  A = 0.7 | B = 18 | C = -1.6 | D = 14

> C=CCOC(=O)C1=C(C)NC(=S)NC1c1cccc(OC)c1 (centres undefined)
  A = -0.1 | B = -17 | C = -0.5 | D = -2

> CCCOc1ccccc1-c1cc(C(=O)N/N=C\c2cccnc2)[nH]n1
  A = 0.2 | B = 24 | C = -0.8 | D = 7

> COc1ccc(NC(=O)Cn2c3ccccc3c(=O)c3cc(C)ccc32)cc1OC
  A = 0.1 | B = -4 | C = -0.8 | D = -4

> COCCNc1ccc2ncc(-c3cccc(OC(F)(F)F)c3)n2n1
  A = 0.7 | B = 11 | C = -1.0 | D = 0

> COCC(C)NCc1cc(Br)c(OC)cc1OC (centres undefined)
  A = -0.5 | B = 10 | C = -0.3 | D = 3

> COc1ccc2nc(NS(=O)(=O)c3ccc(NC(C)=O)cc3)sc2c1
  A = 0.2 | B = 1 | C = 1.4 | D = -2

> CC(=O)c1ccc(C(=O)Nc2sc3c(c2-c2nc4ccccc4s2)CCN(C(C)C)C3)cc1
  A = 0.2 | B = 6 | C = 0.6 | D = 2

> COc1ccc(C(=O)Nc2nc(-c3ccc(C)c(C)c3)cs2)c(OC)c1
  A = 0.1 | B = 14 | C = 3.6 | D = 6

> CSc1ncc(Cl)c(C(=O)Nc2nnc(C)s2)n1
  A = 0.0 | B = 5 | C = -0.1 | D = 11

> CCCC(=O)NC(c1ccc(OC)c(OC)c1)c1c(O)ccc2ccccc12 (centres undefined)
  A = 0.6 | B = 9 | C = -0.3 | D = 15

Given with each value named: 2 of the compounds above.
COc1ccc(C(=O)Nc2nc(-c3ccc(C)c(C)c3)cs2)c(OC)c1
  FBW7 act: 0.1; MITF inh: 14; GPR151 activ: 3.6; TEAD-YAP inh: 6
CSc1ncc(Cl)c(C(=O)Nc2nnc(C)s2)n1
  FBW7 act: 0.0; MITF inh: 5; GPR151 activ: -0.1; TEAD-YAP inh: 11

Remaining list, next part.
Molecule,FBW7 act,MITF inh,GPR151 activ,TEAD-YAP inh
COc1ccc(/C=C2/C(=N)N3N=C(C4CCCCC4)SC3=NC2=O)cc1,0.1,6,-0.6,12
COc1ccc(NC(=O)CC2S/C(=N\c3nccs3)N(C)C2=O)cc1 (centres undefined),0.1,0,1.1,-5
O=C(Nc1ccc(Br)cn1)c1sc2ccccc2c1Cl,-0.1,-4,-0.6,-23
O=C(NCc1ccccc1)c1ccc(CS(=O)c2ccc(Br)cc2)o1 (centres undefined),-0.1,5,-0.4,7
COC(=O)C1=C(C(C)=O)C(c2ccc(Br)cc2)n2nnnc2N1 (centres undefined),-0.1,-2,1.4,5
CCOC(=O)C1CCN(S(=O)(=O)c2cc3c4c(c2)CC(=O)N4CCC3)CC1,0.1,17,-1.2,-3
O=C(NCC1Cc2cc(Cl)cc(-c3cnccn3)c2O1)c1c(F)cccc1F (centres undefined),0.1,-9,-1.0,-1
CCc1ccccc1NS(=O)(=O)c1ccc(OC)c(Br)c1,0.0,-4,1.6,-3
Cc1cc(=O)n(CCO)c(N)n1,0.0,3,0.7,-1
CO[C@H]1[C@H](NC(=O)c2ccccn2)c2ccccc2C12CCN(C(=O)c1cncs1)CC2,-0.3,0,-1.1,-7
COc1ccc(C2/C(=C(/O)c3ccc(C)cc3)C(=O)C(=O)N2CCN2CCOCC2)cc1OC (centres undefined),0.0,-1,-0.7,-3
COc1ccc(C(=O)CN2CCc3ccccc32)cc1,-0.2,8,-0.4,-3
CC1(C2CCN(Cc3cccn3-c3cccnc3)CC2)NC(=O)N(Cc2ccsc2)C1=O (centres undefined),0.0,27,1.7,-13
CS(=O)(=O)CC[C@@H](C(=O)NC1CCCCC1)N1Cc2ccccc2C1=O,0.7,15,-1.3,4
O=C(CCCn1c(SCC(=O)NCc2ccccc2)nc2ccccc2c1=O)NCc1ccccc1,-0.1,0,0.0,-4
Cc1ccccc1OCCNC(=O)c1ccccc1OCC(=O)NC(C)(C)C,-0.1,-6,0.1,-2
Cc1nc(SCC(=O)c2ccc(O)c(O)c2)c(C#N)c(CC(C)C)c1C(N)=O,-0.2,7,-0.6,5
Cn1c(=O)c2c(nc(NCCO)n2Cc2ccc(Br)cc2)n(C)c1=O,0.0,6,5.5*,21
O=C(CCCN1C(=O)c2ccccc2C1=O)Nc1ccc([N+](=O)[O-])cc1Br,0.1,5,0.1,7
Cc1nnc(SCC(=O)Nc2sc3c(c2C#N)CCCCC3)s1,0.0,-5,0.7,8
CCC(CO)Nc1ccc2ncc(-c3cccc(N(C)C)c3)n2n1 (centres undefined),-0.2,-18,6.4*,5
CCN(CC)S(=O)(=O)c1cccc(C(=O)OC2CCOC2=O)c1 (centres undefined),0.1,27,-1.5,-3
Cc1c(C(=O)NCc2cccs2)sc2nc(-c3ccccc3)cn12,0.4,0,0.8,-27
CCOC(=O)c1c(CC(C)C)csc1NC(=O)c1ccc(C)cc1,-0.2,-1,0.0,-9
O=C1c2ccccc2C(=O)N1c1ccc2nc(SCc3ccccc3F)sc2c1,0.0,12,0.6,0
CCN(CC)c1nc(Nc2ccc(C(F)(F)F)cc2)nc(NC2CCN(Cc3ccccc3)CC2)n1,0.1,6,-1.0,-1
Cn1c(-c2cc(-c3ccccc3)c3cc(Br)ccc3n2)nc2ccccc21,0.2,-8,0.4,-3
N#Cc1cc2c(cc1NS(=O)(=O)c1ccc(Oc3ccc([N+](=O)[O-])cc3)cc1)OCO2,0.1,-1,0.5,-1
CCSCCOC(=O)C1=C(C)N(C)C(=O)NC1c1cc(Br)c(O)c(OC)c1 (centres undefined),0.0,7,-0.3,-1
CC(=O)N1C(C(=O)O)CSC1c1c(F)cc(F)cc1F (centres undefined),-0.1,9,0.4,1
CN(C)CCN1CCN(c2ccnc3cc4ccccc4cc23)CC1,0.0,-11,0.0,44*
Cn1c(-c2ccc(N)cc2)n[nH]c1=S,-0.1,-10,0.5,10
COc1ccc(-c2nnc3ccc(SCC(=O)NCCc4ccccc4)nn23)cc1OC,0.5,6,-0.5,8
Cc1ccc(CNC(=O)C2CCC(=O)N2C2CCCCC2)cc1 (centres undefined),0.0,5,-0.4,8
Cc1cc(C(=O)NCC2CCC3(CCN(Cc4c[nH]c5ccccc45)CC3)O2)n(C)n1 (centres undefined),-0.1,-9,1.5,1
CC(C)[C@H](Cn1nc(-c2ccc(F)c(F)c2)ccc1=O)NC(=O)Cc1ccsc1,0.0,9,-0.4,7
CCc1ccc(OCCCCNC(C)(C)C)cc1,-0.1,10,1.1,3
CSc1nnc2c(n1)OC(c1cc3c(cc1Br)OCO3)Nc1ccccc1-2 (centres undefined),0.0,-6,-0.6,2
CC(C)NC(=O)c1cn(C)c(=O)c2ccccc12,0.5,22,-0.3,1
COCCNC(=O)c1ccc(CN(c2ccc(C)c(C)c2)S(C)(=O)=O)cc1,0.0,-3,-0.3,3
CC1=C(C#N)C(c2ccc(N(C)C)cc2)C(C(=O)Nc2ccccc2)=C(C)N1 (centres undefined),-0.1,-2,1.3,7
COc1ccc(S(=O)(=O)NCCC(=O)NC(C)c2ccccc2)cc1 (centres undefined),0.2,0,0.6,12
CCCC(=O)C1=C(c2ccc(OC)c(OC)c2)N(C(=O)CCC)n2cnnc2S1,-1.1,-3,-0.2,3
Cc1ccc(OCC(=O)Nc2ccc(S(=O)(=O)Nc3cc(C)on3)cc2)c(Br)c1,-0.1,-2,-1.6,-8
CCOC(=O)C1CCCN(C(c2ccccc2Cl)c2sc3nc(C)nn3c2O)C1 (centres undefined),-0.3,-12,0.5,7

Entries of single compounds, looked up by structure:
Cc1ccc(-c2nc(C(N)=O)c3[nH]c(=O)n(C4CCCCC4)c3n2)o1 is entered as FBW7 act = 0.1; MITF inh = 14; GPR151 activ = -1.0; TEAD-YAP inh = 0
CN(C)C(=O)CN1C(=O)NC(C)(c2ccccc2Br)C1=O (centres undefined) is entered as FBW7 act = -0.1; MITF inh = 0; GPR151 activ = 1.3; TEAD-YAP inh = 9

(list continues)
Molecule,FBW7 act,MITF inh,GPR151 activ,TEAD-YAP inh
O=C(NC1(C(F)(F)F)NC(=O)N(c2ccc(F)c(Cl)c2)C1=O)c1ccncc1 (centres undefined),0.0,-14,3.7,-12
OC1CCN(c2ccnc3c(-c4ccco4)cnn23)CC1,-1.8,18,0.7,3
CC(C)OCC(O)Cn1c(Br)nc2c1c(=O)[nH]c(=O)n2C (centres undefined),0.1,7,0.1,4
CCSc1nnc(NC(=O)CCN2C(=S)NC(C)(C)CC2C)s1 (centres undefined),-0.2,-2,0.8,-11

Copied from the listing for reference:
Molecule,FBW7 act,MITF inh,GPR151 activ,TEAD-YAP inh
CC(C)OCC(O)Cn1c(Br)nc2c1c(=O)[nH]c(=O)n2C (centres undefined),0.1,7,0.1,4
CCSc1nnc(NC(=O)CCN2C(=S)NC(C)(C)CC2C)s1 (centres undefined),-0.2,-2,0.8,-11

High-throughput results: PubChem, The Scripps Research Institute Molecular Screening Center
